TDP1 cell noCPT: qHTS for Inhibitors of human tyrosyl-DNA phosphodiesterase 1 (TDP1): qHTS in cells in absence of CPT | DT40 Tdp1-/- hTDP1 cells, no CPT, ATP luminescence, 48 h | Potency, µM (top dose mostly 46.2 µM), inactives show at the top dose activity change, negative = growth inhibition, actives largely listed as inhibitors | 420,000 tested, 15% active; active = well fitted inhibition curve with a large enough effect; inconclusive = small, poorly fitted or top-dose-only effect; note: nearly all actives have a fitted effect of over 55% in size
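Growth kinetics read by CellTiter-Glo luminescence after ≥48 hr at 37 °C. Cells: DT40 Tdp1-/- stably carrying human TDP1, 400 per well, compound exposure in the absence of CPT (DMSO vehicle).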
Numbers without * were called inactive; ? = inconclusive; & = joins results of further samples. % is set by controls: 0 for no effect and ±100 for the full control effect; potency is the fitted concentration of half-maximal effect.

SMILES	TDP1 cell noCPT
CCOC(=O)CN(C)C(=O)c1cnn(-c2ncc3c(n2)-c2ccccc2CCC3)c1C	?
CCc1nnc(NC(=O)c2ccc3c(c2)C(=O)N(CC)C3=O)s1	-12%
CCCSc1nc2c([nH]1)c(=O)n(C)c(=S)n2C	-16%
COc1ccc(-c2oc3c(c2C#CC2(O)CCCCC2)C(OC)CCC3)cc1 (configuration not stated)	-29%
COc1cc(=O)n2c(c1C(=O)N(C)Cc1nonc1C)CCN(Cc1ccccc1Cl)CC2	-3%
CCc1nc2ccc(C(=O)NCCCn3ccnc3)cn2c1N(CC)CCOC	9%
COc1ccc(-c2nc3ccc(Br)cn3c2Cc2ccsc2)cc1OC	?
CCOC(=O)c1ccc(NC(=O)c2nc[nH]c2C(=O)N(C)CCO)cc1	9%
COC(=O)[C@@](C)(O)C1(C(=O)SC(C)(C)C)CC1	-14%
Oc1c(Cl)c(Cl)c2ncccc2c1Cl	?
CCC1CCc2nc3sc(C(=O)Nc4ccc(F)cc4F)c(N)c3cc2C1 (configuration not stated)	?
COc1ccc(CN2CCC[C@]3(N[C@H](c4ccc(C)cc4)[C@@H]4C(=O)N(C)C(=O)[C@@H]43)C2=O)cc1	-30%
CC1(C(=O)NS(=O)(=O)c2ccc(F)cc2F)CCN1C(=O)c1ccccc1CCc1ccccc1 (configuration not stated)	?
COc1cc2ncnc(N3CCN(C(=O)Nc4ccc(Oc5ccccc5)cc4)CC3)c2cc1OC	11µM*
CCOC(=O)C1=C(COC(=O)c2ccc(Cl)c(S(=O)(=O)N3CCOCC3)c2)NC(=O)NC1C (configuration not stated)	2%
COc1ccccc1-c1cccc([C@@H]2C[C@H]3[C@H](CON3C)CN2S(=O)(=O)c2ccccc2C)c1	21µM*
CN(C(=O)c1cccc(NC(=O)Cc2ccc(NC(=O)C3CCN(C(=O)CCc4ccccc4)CC3)cc2)c1)C1CCC1	13µM*
CN(Cc1ccccc1)C(=O)c1cccc(NC(=O)Cc2cccc(NC(=O)C3CCN(C(=O)c4ccccc4)CC3)c2)c1	?
CCC(=NOCc1ccccc1)C(=O)NNS(=O)(=O)c1ccc(C)cc1	1%
CCCCNC(=O)c1cc2nc(-c3ccc(OC)cc3)cc(C(F)(F)F)n2n1	26µM*
C=C[C@@H]1c2cc(C)ccc2N(S(=O)(=O)c2ccc(C)cc2)[C@H](c2ccc(C(=O)OC)cc2)C1(C#N)C#N	?
CCNC(=O)C1(C)CCN(C(=O)c2ccc(-c3ccccc3)cc2)C1 (configuration not stated)	?
Cc1cccc2c1Sc1ccc(Cl)cc1CC2N1CCNCC1 (configuration not stated)	18µM*
Cc1cc(Cc2cc(C)c(O)c(CO)c2)cc(CO)c1O	?
C=C(C)Cn1c2ccc(NC(=O)CCc3cccnc3)cc2c(=O)n1C	-13%
CC(C)C[C@H]1CNC(=S)N1C[C@H]1CCCN1C[C@H](Cc1ccc(O)cc1)N1C[C@H](CC(C)C)N(CCc2ccccc2)C1=S	21µM*
CN(C)c1ccc(C(=O)C(O)c2ccccc2Cl)cc1 (configuration not stated)	-29%
CC(=O)c1ccccc1OCCCOc1cccc2cccnc12	23µM*
C[C@@H]1CN([C@H](C)CO)C(=O)CCCn2cc(nn2)CO[C@H]1CN(C)C(=O)Nc1ccc(C(F)(F)F)cc1	-22%
Cc1ccc(C(=O)Nc2nnc(COCCO)s2)cc1	13%
CCOC(=O)c1c(-c2ccccc2)oc2ccc(NS(=O)(=O)c3ccc(C)cc3C)cc12	?
COc1ccc(CC(N)c2csc(Nc3cccc(OC)n3)n2)cc1 (configuration not stated)	13µM*
CC(C)(C)c1ccc(S(=O)(=O)NCCN2CCOCC2)cc1	-24%
S=c1cn[nH]c2ccccc12	-29%
COC(=O)C1=C(C(=O)OC)[N+]2=C3N(C(=O)NC2(C)C)[C@H](CO)C[C@@]32c3ccccc3N(Cc3ccccc3)[C@@H]12	?
COc1ccc(NC(=O)C2Cc3c(-c4ccc(Cl)cc4)ccnc3O2)cc1OC (configuration not stated)	18µM*
COc1cccc(CN2CCC3(CCC(CNC(=O)c4ccco4)O3)CC2)c1OC (configuration not stated)	-21%
COC(=O)[C@@]12C[C@@H](CC(=O)NCc3cccc(C(F)(F)F)c3)C(=O)N(Cc3cccc4ccccc34)C1=CCC(C)(C)C2	16µM*
O=C(NNc1cc(Cl)cc(Cl)c1)c1sccc1Cl	?
CCOc1ccc(NC(=O)CSc2nnc3c(C)cc4ccccc4n23)cc1	0%
C[C@H]1CN([C@@H](C)CO)C(=O)CCCn2nncc2CO[C@@H]1CN(C)C(=O)Nc1ccc2c(c1)OCO2	9%
Oc1cccc2oc(=S)[nH]c12	-10%
C[C@@H]1CCCCO[C@H](CN(C)C(=O)Cc2ccccc2)[C@@H](C)CN([C@H](C)CO)C(=O)c2cc(N(C)C)ccc2O1	0%
COc1ccc(OC)c(NC(=O)C2(C)CCN2C(=O)Cc2ccc(Cl)cc2Cl)c1 (configuration not stated)	18µM*
O=C(OC1CC2CC1[C@H]1CCCCN1C2=O)N1CCOCC1 (some centres not stated)	-7%
CC(O)(c1ccccc1)C(C(c1ccccc1)N1CCOCC1)N1CCOCC1 (configuration not stated)	-14%
Cc1cc2nc(-c3cccc(Br)c3)c(CC3CCCCC3)n2c(C)c1Br	?
Brc1cccc[n+]1Cc1ccc(C[n+]2ccccc2Br)cc1	-8%
COc1ccc(C(CNC(=O)c2ccc(S(=O)(=O)Nc3cccc(C)c3C)cc2)N2CCOCC2)cc1 (configuration not stated)	?
O=C(Nc1ccc(S(=O)(=O)N2CCCC2)cc1)C1CC(=O)N(CCc2ccccc2)C1 (configuration not stated)	?
CCOC(=O)c1c(-c2ccccc2)csc1NC(=O)/C(C#N)=C\c1ccc(O)c(OC)c1	?
O=C(NCC1CC1)c1csc([C@@H]2O[C@H](CO)[C@H](O)[C@H](O)[C@H]2O)n1	8%
O=C(C1CC(=O)N(c2ccc3c(c2)OCCO3)C1)N1CCN(S(=O)(=O)c2cccc(F)c2)CC1 (configuration not stated)	?
CN(C)CCNc1ncnc2c1ncn2[C@H]1CN(Cc2ccc(-c3ccccc3)cc2)C[C@@H](CO)O1	21µM*
Cc1ccc(CNC(=O)C2CCN(c3nc(C)cc(C)n3)CC2)cc1	-24%
CC(C)(C)OC(=O)N1CCCC(C(=O)Nc2cccc(C(=O)N3CCOCC3)c2)C1 (configuration not stated)	0%
C[C@H]1Oc2ccccc2C(=O)C1C(=O)c1ccccc1 (some centres not stated)	-23%
COc1ccc(CCNC(=O)c2ccc(NC(=O)CC3SC(N4CCCC4)=NC3=O)cc2)cc1OC (configuration not stated)	-1%
CC(=O)Oc1ccc(OC(C)=O)c2c1CC1(C)OC1(C)C2 (configuration not stated)	?
C=CCNC(=O)C1CC1(c1cccc(C)c1)c1cccc(C)c1 (configuration not stated)	-24%
Next part:
SMILES	TDP1 cell noCPT
CCCN1C(=O)C(O)(CC(=O)c2ccc(C(C)C)cc2)c2ccccc21 (configuration not stated)	?
O=C(Nc1ccc2ccccc2c1)C(c1ccc(C(F)(F)F)cc1)n1c(=O)c(-c2cc3ccccc3[nH]2)nc2ccccc21 (configuration not stated)	?
Cc1ccc(Cc2c(-c3ccccc3)nc3c(Cl)cc(C(F)(F)F)cn23)cc1	-3%
C=CCOC(=O)Nc1nc(CCNC(=O)OC(C)(C)C)c(C(=O)O)s1	7%
CCCn1c(=N)c(C(=O)NCc2ccco2)cc2c(=O)n3cc(C)ccc3nc21	-17%
CN(C(=O)c1cccc(NC(=O)Cc2ccc(NC(=O)C3CCCN(C(=O)C4CCCCC4)C3)cc2)c1)C1CC1 (configuration not stated)	?
O=C(NC1(C(F)(F)F)C(=O)Nc2c1c(=O)[nH]c(=O)n2-c1ccccc1)c1ccncc1 (configuration not stated)	-1%
C[C@H]1CN([C@@H](C)CO)S(=O)(=O)c2ccc(C#Cc3cccnc3)cc2O[C@@H]1CN(C)C(=O)Nc1ccc2c(c1)OCO2	23µM*
CCOC(=O)c1cc(-c2ccccc2)nc2c(O)cccc12	-14%
Cc1ccc2c(Cl)c(C(=O)NCCCN3CCOCC3)sc2c1	-10%
O=C1O[C@@H](c2ccccc2)C[C@@H](O)[C@H](O)CCCCc2ccccc21	?
C=CCNc1nc2cc(-c3ccccc3OC)sc2c(=O)n1C	?
CNc1c(Cl)cc(/C=C2\C=Cc3ccccc32)cc1Cl	-12%
O=C(Nc1ccc(C(=O)N2CCOCC2)cc1)Nc1cccc(C(F)(F)F)c1	?
Cc1ccc(CNc2ncnc3sc(C(=O)N4CCC[C@H]4C(N)=O)c(C)c23)o1	-29%
Cc1ccc(S(=O)(=O)c2nc(-c3ccccc3)oc2N2CCCCCC2)cc1	21µM*
CCCCNc1nccnc1-c1cccc(C=O)c1	?
COc1cc(Cl)c(C)cc1NC(=O)CN1CCN(C(=O)c2cccs2)CC1	?
CC(C)c1c(C(=O)N(C)CC2CCCN(C)C2)cnn1-c1nccc(-c2cccs2)n1 (configuration not stated)	-18%
COc1ccc2c(CN3CCN(c4ccccc4OC)CC3)cc(=O)oc2c1	15µM*
O=[N+]([O-])c1cccnc1Oc1cc(Cl)c(Cl)cc1Cl	-7%
Cc1ccc(C(O)c2ncc(-c3ccc(Cl)cc3)[nH]2)cc1F (configuration not stated)	?
CN(C(=O)c1cccc(NC(=O)Cc2ccc(NC(=O)C3CCCN(C(=O)C4CC4)C3)cc2)c1)C1CCCCC1 (configuration not stated)	-7%
O=C(c1n[nH]c2c1CCCC2)N1CCOc2ccc(C(O)C(c3ccccc3)c3ccccc3)cc2C1 (configuration not stated)	?
CC(C)C[C@@H]1CN(CCCC[C@H]2CNC(=O)C(=O)N2CCC2CCCCC2)C(=O)C(=O)N1CC1CCCCC1	-30%
COCc1cccc(-c2csc(C(C)(NC(C)=O)c3ccc(OC)cc3)n2)c1 (configuration not stated)	?
O=[N+]([O-])c1cccc2[nH]ncc12	?
c1ccc(Cn2nnc3c(NCC4CC4)ncnc32)cc1	?
Cc1cccc(-n2cnc3cc(C(=O)NCCN4CCOCC4)ccc32)c1	-25%
CC12CCC(C)(O1)C1C(=O)N(c3nccs3)C(=O)C12 (configuration not stated)	2%
Brc1ccccc1CN1CCN(Cc2c[nH]c3ccccc23)CC1	1.5µM*
Clc1cccc(Cc2c(C3CCCCC3)nc3c4ccccc4ccn23)c1	16µM*
Cc1ccc(S(=O)(=O)N2CCN(C(=O)COC(=O)c3ccc(Cl)c(S(N)(=O)=O)c3)CC2)c(C)c1	-11%
O=C(c1cccs1)N1C[C@H](O)[C@@H](n2cc(C3CC3)nn2)C[C@@H]1c1ccccc1	-25%
c1ccc2nccnc2c1	1.1µM*
COC(=O)[C@]1(Sc2ccccc2)CC(=O)N[C@@H]1c1ccccc1	?
O=C(Nc1ccccc1)C1CCOC1=O (configuration not stated)	-4%
CCN1C(=O)[C@H]2[C@@H](c3ccc(C)cc3)N[C@]3(CCCN(CCC(C)C)C3=O)[C@H]2C1=O	-28%
O=C(Cc1ccc(S(=O)(=O)N2CCOCC2)s1)N1CCN(S(=O)(=O)c2ccccc2[N+](=O)[O-])CC1	?
COC(=O)c1ccc(NC(=O)CSc2nnc(-c3ccccc3Br)n2-c2ccccc2)cc1	-13%
Cc1ccc(-c2ccc(CN3C(C)C(=O)N(Cc4cn(Cc5ccco5)nn4)CCS3(=O)=O)cc2)c(C)c1 (configuration not stated)	?
O=C1OC(c2cccs2)Sc2ccccc21 (configuration not stated)	-1%
Cc1cc(C)n2c(NC3CCCCC3)c(CC(C)C)nc2n1	18µM*
CC1(C)S[C@@H]2[C@H](NC(=O)COc3ccccc3)C(=O)N2C1C(=O)OCc1ccccc1 (some centres not stated)	26%&-9%
O=[N+]([O-])c1ccc(CS(=O)Cc2ccccc2)cc1 (configuration not stated)	4%

Entries shown so far that have fluorine:
SMILES	TDP1 cell noCPT
CCC1CCc2nc3sc(C(=O)Nc4ccc(F)cc4F)c(N)c3cc2C1 (configuration not stated)	?
CC1(C(=O)NS(=O)(=O)c2ccc(F)cc2F)CCN1C(=O)c1ccccc1CCc1ccccc1 (configuration not stated)	?
CCCCNC(=O)c1cc2nc(-c3ccc(OC)cc3)cc(C(F)(F)F)n2n1	26µM*
C[C@@H]1CN([C@H](C)CO)C(=O)CCCn2cc(nn2)CO[C@H]1CN(C)C(=O)Nc1ccc(C(F)(F)F)cc1	-22%
COC(=O)[C@@]12C[C@@H](CC(=O)NCc3cccc(C(F)(F)F)c3)C(=O)N(Cc3cccc4ccccc34)C1=CCC(C)(C)C2	16µM*
O=C(C1CC(=O)N(c2ccc3c(c2)OCCO3)C1)N1CCN(S(=O)(=O)c2cccc(F)c2)CC1 (configuration not stated)	?
O=C(Nc1ccc2ccccc2c1)C(c1ccc(C(F)(F)F)cc1)n1c(=O)c(-c2cc3ccccc3[nH]2)nc2ccccc21 (configuration not stated)	?
Cc1ccc(Cc2c(-c3ccccc3)nc3c(Cl)cc(C(F)(F)F)cn23)cc1	-3%
O=C(NC1(C(F)(F)F)C(=O)Nc2c1c(=O)[nH]c(=O)n2-c1ccccc1)c1ccncc1 (configuration not stated)	-1%
O=C(Nc1ccc(C(=O)N2CCOCC2)cc1)Nc1cccc(C(F)(F)F)c1	?
Cc1ccc(C(O)c2ncc(-c3ccc(Cl)cc3)[nH]2)cc1F (configuration not stated)	?

Screens as filed in PubChem BioAssay.

An excerpt, so the mix of outcomes need not match the whole.
